pPAFAH FP inh = pPAFAH enzyme inhibitors, primary screen, biochemical, fluorescence polarization, human; inhibition, % at 3.39 µM; 330,000 tested, 1.5% active; Platelet-activating factor acetylhydrolase (Homo sapiens), Q13093; recombinant pPAFAH, FP-rhodamine probe fluorescence polarization;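 active = inhibition above the mean inhibition across the screen plus 3 SD, cut at about 25% in these data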;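 also: inhibitors block binding of the rhodamine activity-based probe so polarization drops; 0% = enzyme with DMSO and 100% = wells lacking pPAFAH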
LYPLA1 inh = LYPLA1 inhibitors, primary screen, counter-screen for PME1 inhibitor project, biochemical, fluorescence polarization, FP-Rh probe ABPP; Acyl-protein thioesterase 1 (Homo sapiens), O75608; recombinant LYPLA1; inhibition, % at 5.9 µM; 320,000 tested, 0.16% active;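 active = inhibition above the mean of all tested compounds plus 3 SD, set per campaign, cut at about 14% in these data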;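 also: inhibitors block serine hydrolase probe labeling of LYPLA1 so polarization falls; 0% = enzyme with DMSO and 100% = wells lacking LYPLA1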
Target sequence (O75608 whole entry, looked up): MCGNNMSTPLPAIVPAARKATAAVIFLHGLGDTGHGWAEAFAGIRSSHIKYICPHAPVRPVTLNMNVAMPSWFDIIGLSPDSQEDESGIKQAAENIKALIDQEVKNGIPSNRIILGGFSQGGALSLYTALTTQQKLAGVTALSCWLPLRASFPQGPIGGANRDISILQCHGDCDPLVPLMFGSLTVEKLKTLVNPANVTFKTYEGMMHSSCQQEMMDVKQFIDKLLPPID
PAFAH1B2 FP inh = PAFAH1B2 enzyme inhibitors, primary screen, biochemical, fluorescence polarization, human. recombinant PAFAH1B2, FP-rhodamine activity probe. inhibition, % at 3.39 µM. 340,000 tested, 1.2% active;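 active = inhibition above the mean of all tested compounds plus 3 SD, cut at about 24% in these data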;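 also: 0% = enzyme with DMSO and 100% = wells lacking PAFAH1B2; many of its hits are not listed in these tables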
Target sequence (P68402 whole entry, looked up): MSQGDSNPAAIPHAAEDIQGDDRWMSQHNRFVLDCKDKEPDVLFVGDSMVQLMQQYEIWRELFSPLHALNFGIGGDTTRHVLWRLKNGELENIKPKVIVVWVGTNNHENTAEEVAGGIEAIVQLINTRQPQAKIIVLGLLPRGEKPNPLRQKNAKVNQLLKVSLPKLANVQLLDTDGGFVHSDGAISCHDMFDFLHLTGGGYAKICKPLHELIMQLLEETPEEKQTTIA
Fam108B inh = mouse Fam108B serine hydrolase inhibitors, primary screen, counter-screen for RBBP9 inhibitor project, biochemical, fluorescence polarization; 300,000 tested, 0.33% active; recombinant Fam108B, FP-Rh probe fluorescence polarization; inhibition, % at 9.51 µM;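 active = inhibition above the screen mean inhibition plus 3 SD, computed separately per campaign, cut at about 18% in these data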;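 also: inhibitors lower polarization as less probe binds the enzyme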
PAFAH2 FP inh = PAFAH2 enzyme inhibitors, primary screen, biochemical, fluorescence polarization, human; Platelet-activating factor acetylhydrolase 2, cytoplasmic (Homo sapiens), Q99487; recombinant PAFAH2, FP-rhodamine activity probe; inhibition, % at 3.39 µM; 340,000 tested, 0.99% active; AID 492956, 2010;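 active = inhibition above the mean over all tested compounds plus 3 SD, cut at about 30% in these data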;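 also: inhibitors block probe labeling of enzyme so polarization drops; 0% = enzyme with DMSO and 100% = wells lacking PAFAH2 protein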
PAFAH1B3 inh = PAFAH1B3 enzyme inhibitors, primary screen, biochemical, fluorescence polarization, human. recombinant PAFAH1B3, FP-rhodamine probe. inhibition, % at 3.39 µM. 340,000 tested, 0.28% active. AID 492972, 2010;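 active = inhibition above the screen-wide average of all tested compounds plus 3 SD, cut at about 25% in these data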;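 also: 0% = enzyme with DMSO only and 100% = wells lacking PAFAH1B3 protein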
Target sequence (Q15102 whole entry, looked up): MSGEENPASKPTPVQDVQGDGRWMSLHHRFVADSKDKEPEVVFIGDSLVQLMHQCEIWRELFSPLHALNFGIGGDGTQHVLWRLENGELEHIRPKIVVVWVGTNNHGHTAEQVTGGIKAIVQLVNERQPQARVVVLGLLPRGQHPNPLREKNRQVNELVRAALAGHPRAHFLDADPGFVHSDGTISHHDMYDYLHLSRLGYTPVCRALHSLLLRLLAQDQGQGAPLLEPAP
PME-1 inh = PME-1 inhibitors via competitive probe labeling, primary screen, biochemical, fluorescence polarization, FP-Rh probe, HTS; Protein phosphatase methylesterase 1 (Homo sapiens), Q9Y570; inhibition, % at 5.9 µM; 320,000 tested, 0.53% active; AID 2130, 2009; recombinant PME-1;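 active = inhibition above the campaign mean of all compounds plus 3 SD, cut at about 26% in these data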;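 also: competitive labeling of PME-1 active site by serine hydrolase directed probe; 0% = PME-1 with DMSO and 100% = wells lacking PME-1 enzyme; inhibitors block probe labeling so polarization falls and inhibition rises; many of its hits are not listed in these tables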
GSTO1 counter = inhibitors of recombinant GSTO1, primary screen, counter-screen for RBBP9 inhibitor project, biochemical, fluorescence polarization; Glutathione S-transferase omega-1 (Homo sapiens), P78417; activity-based probe fluorescence polarization; inhibition, % at 5.96 µM; 300,000 tested, 1.1% active; AID 1974, 2009;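 active = inhibition above the campaign mean inhibition plus 3 SD, cut at about 35% in these data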;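 also: 0% = GSTO1-1 with DMSO and 100% = wells lacking GSTO1-1 enzyme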
Target sequence (P78417 whole entry, looked up): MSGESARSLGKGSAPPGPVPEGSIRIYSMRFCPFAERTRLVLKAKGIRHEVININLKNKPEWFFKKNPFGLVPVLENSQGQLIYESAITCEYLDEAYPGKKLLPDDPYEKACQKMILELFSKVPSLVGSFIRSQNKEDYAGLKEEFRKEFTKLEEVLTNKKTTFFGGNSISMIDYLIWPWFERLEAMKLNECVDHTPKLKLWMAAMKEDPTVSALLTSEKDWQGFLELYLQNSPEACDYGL
PAD4 inh = human PAD4 inhibitors, primary screen, biochemical, fluorescence polarization, 1536-well format. recombinant PAD4, RCA probe fluorescence polarization. 330,000 tested, 0.41% active. Protein-arginine deiminase type-4 (Homo sapiens), Q9UM07. inhibition, % at 6.36 µM;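 active = percent inhibition above a cutoff equal to the mean of all tested compounds plus 3 SD, cut at about 15% in these data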;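 also: 0% = PAD4 with RCA probe and DMSO and 100% = probe without PAD4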
An asterisk follows results filed as active; · = no result given. Only part of the results is shown (hit frequency here may not be typical).

SMILES | pPAFAH FP inh | LYPLA1 inh | PAFAH1B2 FP inh | Fam108B inh | PAFAH2 FP inh | PAFAH1B3 inh | PME-1 inh | GSTO1 counter | PAD4 inh
O=C(NCC1CCCO1)C(c1ccc(F)cc1)N(CCCN1CCOCC1)C(=O)c1ccc(-c2ccccc2)[nH]1 (centres undefined) | 2 | -2 | · | -3 | · | · | -3 | 2 | 0
COCCNC(=O)/C(C#N)=C/c1ccccc1Br | 9 | 3 | 6 | 0 | 7 | 0 | 1 | -1 | -2
CC(c1ccncn1)N(C)Cc1nc(-c2ccc(C(F)(F)F)cc2)no1 (centres undefined) | -1 | -1 | 0 | -1 | 3 | 8 | -11 | -3 | -1
CCCc1cc(-c2nc(N)ncc2-c2ccc3c(c2)OCCCO3)c(O)cc1OC | 18 | 0 | -1 | 6 | -4 | 5 | 4 | -3 | -2
COc1ccccc1CNC(=O)/C=C/c1ccc(S(=O)(=O)N2CCOCC2)cc1 | 3 | -1 | 1 | 4 | 3 | 6 | -1 | -87 | -2
CCOc1ccc(Cc2noc3c2C(=O)CC(C)(C)C3)cc1OCC | 4 | -3 | -1 | -4 | -10 | 4 | -5 | -1 | 0
CCCC[C@@H]1CCCO[C@@](C(=O)NCc2ccccn2)(C(F)(F)F)C1 | 2 | -2 | 0 | -3 | -1 | -4 | 2 | 1 | 0
Cc1c(Cl)cccc1N1C(=O)CC(NNC(=O)c2cccnc2)C1=O (centres undefined) | 24 | -7 | 6 | -6 | -4 | 0 | -3 | -3 | -1
CC(OC(=O)Cc1ccc(F)cc1)C(=O)NCc1ccc2c(c1)OCO2 (centres undefined) | 0 | 0 | 3 | -2 | 1 | 4 | -1 | -2 | -1
Cc1ccc(N2C(=O)C3CC(c4ccccc4)=C4C5C=CC(C6C(=O)N(c7ccc(C)cc7C)C(=O)C56)C4C3C2=O)c(C)c1 (centres undefined) | -1 | -6 | -5 | -5 | -8 | -3 | -5 | -1 | -4
COCCn1c(SCC#N)nnc1-c1ccc(OC)cc1 | 1 | -2 | -2 | 4 | -2 | -6 | -3 | -3 | 4
COc1ccc(S(=O)(=O)N2CCCc3ccccc32)cc1OC | 5 | 5 | 8 | 11 | -2 | 3 | 7 | 20 | -3
Cc1[nH]n(-c2ccccc2)c(=O)c1N=Nc1ccc(F)cc1 | 4 | -1 | 2 | 2 | 0 | 11 | -5 | 0 | -6
COc1ccccc1Oc1coc2cc(O)ccc2c1=O | 1 | -1 | -2 | 0 | 2 | 2 | -4 | -5 | -2
Cc1c(OCc2ccccc2)c(=O)ccn1Cc1ccc(F)cc1 | 1 | -2 | 0 | -2 | 1 | 3 | 1 | 6 | -3
Cc1ccc(OCC(=O)Nc2ccc(N3CCOCC3)cc2)cc1 | 6 | 0 | 8 | -1 | 5 | 9 | -1 | -1 | -5
O=C1S/C(=C\c2cccs2)C(=O)N1c1ccc(O)cc1 | 1 | 3 | 5 | -2 | 3 | 3 | 2 | 15 | -3
Cc1ccc(NC(=O)CN2CCC(C(=O)c3ccc(F)cc3)CC2)cc1 | 0 | 2 | 1 | 3 | 2 | -8 | -1 | 5 | -6
O=C(OCCCCN1C(=O)c2ccccc2C1=O)c1ccc(Br)o1 | 6 | 2 | 2 | -2 | -5 | 6 | -2 | -5 | 0
CCOC(=O)c1sc(NC(=S)NC(=O)c2ccc(OC)cc2)nc1C | -3 | -1 | -2 | -4 | -39 | -6 | 1 | 0 | -1
CCc1ccccc1N1CC23C=CC(O2)C(C(=O)OCC(C)C)C3C1=O (centres undefined) | -5 | 2 | 4 | 8 | -1 | 6 | -3 | 0 | -3
CCOc1ccc(N2C(=O)CC(N(Cc3ccco3)C(=O)CC)C2=O)cc1 (centres undefined) | 2 | 0 | 1 | -2 | 1 | 4 | 2 | 6 | 0
O=S(=O)(c1cccc2cccnc12)N1CCN(c2ccc(F)cc2)CC1 | 1 | 0 | 6 | 4 | 5 | 4 | 0 | 15 | 4
O=C(CSc1ccccc1)N1CCCC(N2CCN(c3ccccc3)CC2)C1 (centres undefined) | 2 | 1 | 6 | 0 | 4 | 8 | -5 | 3 | -3
COc1cccc(C(=O)Nc2nnc(-c3ccccc3)s2)c1OC | -6 | -1 | 8 | -1 | -8 | -1 | -9 | 0 | -2
CC(C)OC(=O)c1cc2ccccc2oc1=O | 1 | 1 | 1 | 0 | -2 | 6 | -1 | 1 | -1
O=C(CN1CCCCC1)NNc1nc(-c2ccccc2)c2cc(Br)ccc2n1 | 12 | 1 | 3 | 3 | -1 | -8 | -1 | -4 | -5
CCCC#CCN1CCN(C23CC4CC(CC(C4)C2)C3)CC1 | 5 | 1 | 7 | 18* | -7 | 12 | 4 | 1 | 0
CC1CCN(C(=O)c2cccc(S(=O)(=O)N3CCN(c4ccccc4)CC3)c2)CC1 | 6 | -1 | -1 | 1 | 1 | 2 | 1 | -8 | 0
COc1ccc(C(=O)C2CCCN(C(=O)c3ccc(OC)o3)C2)c(C)c1 (centres undefined) | 1 | 1 | 3 | 2 | 5 | 7 | 7 | -2 | -1
CS(=O)(=O)N(CC(=O)Nc1ccccc1Sc1ccccc1)c1ccc(F)cc1 | 1 | -2 | 13 | 1 | 4 | 5 | 3 | 17 | 4
Cc1cc(C)cc(N(C(=O)CNC(=O)c2cccs2)C(C(=O)NC2CCCC2)c2cccnc2)c1 (centres undefined) | 3 | -1 | 1 | 6 | 0 | 0 | 0 | -2 | -2
CCCN(CCC)C(=O)C1CCN(c2cc(C)nc3c(-c4ccc(OC)c(OC)c4)c(C)nn23)CC1 | 8 | 0 | 4 | -1 | -6 | 2 | -8 | -1 | -1
CC(=O)C1(C)N(O)C(C)(C)C(c2cccs2)=[N+]1[O-] (centres undefined) | 3 | 0 | 5 | -3 | -6 | 9 | -2 | 10 | 2
O=c1cc(NCC2CCCO2)[nH]c(=O)n1-c1ccc(Cl)cc1 (centres undefined) | 6 | 0 | 3 | 3 | 1 | 4 | 7 | 4 | -2
CCOC(=O)N1CCC(=NNC(=O)COc2ccc(C#N)cc2)CC1 | 8 | -2 | 3 | 3 | 2 | -9 | -2 | 5 | 2
Cc1cccnc1NC(=O)c1ccc(NS(=O)(=O)c2ccc3[nH]c(=O)[nH]c3c2)cc1 | 3 | 2 | -2 | -2 | -3 | -3 | 2 | -16 | -5
O=C(NCc1ccncc1)C1COc2ccccc2O1 (centres undefined) | 6 | -1 | 4 | 2 | 5 | 2 | 0 | 2 | 2
COc1cccc(CN2CCNC(=O)C2CC(=O)NCCc2ccccn2)c1 (centres undefined) | 2 | 0 | 13 | 2 | 7 | 7 | 0 | -3 | -8
COc1cc(C2N(c3cccc(Cl)c3)C(=O)C3CCCN32)cc(OC)c1OC (centres undefined) | -3 | -1 | 0 | 2 | 1 | 3 | 2 | 2 | 0
Cc1cc(C(F)F)n2ncc(C(=O)NC3CCCCCC3)c2n1 | 3 | -2 | 4 | -3 | -3 | -4 | -2 | -4 | -2
COc1ccc(OCCn2c(N)nc3ccccc32)cc1 | 8 | -1 | -1 | -1 | 3 | 3 | -5 | 3 | 0
COCCn1c(SCC(=O)NCc2ccccc2)nc2ccccc21 | 2 | 3 | 3 | 2 | 3 | -7 | -1 | 0 | -2
CCc1ccccc1NS(=O)(=O)c1ccc2c(c1)C(C)(C)C(=O)N2C | 4 | 1 | 0 | 6 | 1 | 2 | 5 | 9 | -2
C/C(=N/NC(=O)Cc1ccccc1)c1ccc(C)s1 | -5 | -2 | 0 | 5 | 11 | 5 | -2 | 0 | -4
CCC(=O)Nc1ccc(S(=O)(=O)Nc2cccnc2)cc1 | 8 | 3 | -2 | 4 | -3 | 1 | -6 | 0 | -9
O=C(CNC(=O)c1ccccc1F)NCCCN1CCCC1=O | -1 | 4 | 6 | -2 | -5 | 6 | -3 | 7 | 2
CCn1ccnc1CN(C)C(=O)CCc1nnc(CCC2CCCCC2)o1 | -1 | -1 | 5 | 0 | -1 | 4 | -6 | -7 | -6
Cc1ccccc1Nc1nc(N2CCOCC2)nc(N2CCOCC2)n1 | 0 | -3 | 6 | 2 | 4 | 10 | 1 | 4 | -2
CCOC(=O)c1nc(Nc2ccccc2CC)c2ccccc2n1 | 2 | -2 | 9 | -2 | 13 | 13 | 1 | -4 | -2
CCC(CC)NC(=O)CSc1nnc(-c2c[nH]c3ccccc23)o1 | 6 | -3 | -4 | 3 | 6 | 3 | 6 | 4 | 0
Cc1nc2ccccc2n1/N=C/c1ccc([N+](=O)[O-])s1 | 1 | -1 | 1 | -9 | -2 | 8 | 7 | 47* | -15
Cc1c(C)n2c(SCC(=O)NC3CCCC3)nnc2[nH]c1=O | 0 | 2 | 3 | 2 | 6 | 5 | 2 | 4 | 1
CN1CCN(c2ccc(NC(=O)c3ccc4ccccc4c3)cc2)CC1 | -4 | -3 | 6 | 1 | 8 | 2 | -5 | 0 | -3
COc1ccc(C(CNC(=O)c2ccc(-c3ccccc3)cc2)N(C)C)cc1OC (centres undefined) | -2 | -2 | 7 | 1 | 3 | -8 | 2 | 2 | 2
Cc1ccc(NC(=O)CN(C)C(=O)Cn2ncc(Cl)c(Cl)c2=O)cc1 | 8 | -4 | 1 | -2 | 5 | 9 | -2 | 1 | -2
Cc1ccc(OCC(=O)Nc2ccccc2N2CCOCC2)c(C)c1 | 7 | -5 | -4 | 2 | -11 | 7 | -4 | -10 | 3
COc1ccc(NC(=O)CCCn2c(=O)c3sccc3n(Cc3ccc(C)cc3C)c2=O)cc1 | 8 | -6 | -3 | -1 | -9 | -1 | 6 | -8 | -8
COc1cccc(CNc2ccc(S(=O)(=O)Nc3nccs3)cc2)c1O | 0 | 2 | 2 | 2 | 6 | -4 | 7 | 28 | -7
Cc1cc(C2N=C(N)Nc3nc4ccccc4n32)c(C)n1-c1ccccc1Cl (centres undefined) | 6 | 0 | 4 | 3 | 1 | 8 | -49 | 5 | 0
CC(=O)Nc1ccc(Nc2nc(C)c([N+](=O)[O-])c(Nc3ccc(NC(C)=O)cc3)n2)cc1 | 13 | -1 | 7 | 2 | 0 | 3 | 8 | 0 | -1

Sorted by formula weight (largest number first): some entries from above.
SMILES | pPAFAH FP inh | LYPLA1 inh | PAFAH1B2 FP inh | Fam108B inh | PAFAH2 FP inh | PAFAH1B3 inh | PME-1 inh | GSTO1 counter | PAD4 inh
CCCc1cc(-c2nc(N)ncc2-c2ccc3c(c2)OCCCO3)c(O)cc1OC | 18 | 0 | -1 | 6 | -4 | 5 | 4 | -3 | -2
CCOC(=O)N1CCC(=NNC(=O)COc2ccc(C#N)cc2)CC1 | 8 | -2 | 3 | 3 | 2 | -9 | -2 | 5 | 2
CCC(=O)Nc1ccc(S(=O)(=O)Nc2cccnc2)cc1 | 8 | 3 | -2 | 4 | -3 | 1 | -6 | 0 | -9
